Source: PubChem (Broad Institute)
EWS-Fli block – EWS/Fli transcriptional activity inhibition; inhibition, % at 12.6 µM; A673 NR0B1-luciferase reporter, viability-normalised; actives 0.67% (n = 350,000);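 active = mean inhibition of at least 50% after viability correction, with every replicate also passing that limit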;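 note: firefly luciferase signal divided by Alamar Blue viability fluorescence both relative to DMSO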
RAD52 inh – inhibitors of human RAD52 DNA annealing | inhibition, % at 18.7 µM | AID 651710 | recombinant RAD52 DNA annealing, FRET fluorescence | actives 0.46% (n = 360,000);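 active = every replicate showing at least 50% inhibition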
FN deposition inh – fibronectin deposition inhibition | actives 0.086% (n = 350,000) | AH1F fibroblasts, Alexa488-fibronectin deposition fluorescence, overnight | inhibition, % at 12.6 µM | AID 743247;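 active = mean inhibition across replicates of 30% or more, regardless of how many single replicates reach that level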;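 note: positive control wells lacked labelled fibronectin entirely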
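Measured by – fluorescence 485/525 nm · System – AH1F fibroblast monolayer, labelled fibronectin deposition · Amount – 10000 cells per well · Buffer or medium – serum-reduced DMEM (2% serum) · Doses – single dose, pinned · Also added – fluorescent fibronectin at 24 nM final · Schedule – 1 h cell attachment, overnight exposure to compound and label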
S100A4 MyoIIA – S100A4-myosin IIA interaction inhibition; actives 0.14% (n = 360,000); P26447; AID 652163; S100A4/TAMRA-MyoIIA peptide fluorescence polarization; inhibition, % at 10.7 µM;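 active = mean inhibition of at least 70% across replicates, with every replicate also reaching that level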
Target sequence (P26447 whole entry, looked up): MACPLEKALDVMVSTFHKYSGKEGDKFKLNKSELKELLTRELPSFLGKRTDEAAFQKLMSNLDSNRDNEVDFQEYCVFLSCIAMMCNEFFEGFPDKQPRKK
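Compound dosing: one dose per compound; test system: human S100A4 monomer with TAMRA-labelled myosin IIA peptide; probe or stimulus: TAMRA-labelled myosin IIA heavy-chain peptide probe, 5 nM; medium: HEPES buffer with Ca2+, pH 7.2; schedule: 5 min incubation before reading; benchmarks: neutral control DMSO, positive control TFP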
RAD54 inh – inhibitors of human RAD54 branch migration; inhibition, % at 10.4 µM; actives 0.14% (n = 360,000); AID 602329; Q92698; RAD54 Holliday junction branch migration, FAM/BHQ fluorescence;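 active = mean normalized replicate activity at least 40 and at least half of replicates scoring 40 or more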;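 note: 0% = median of neutral control wells and 100% = median of positive control wells; inhibitors cause a drop in the FAM fluorescence signal; in these data hits start at about 50%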
Target sequence (Q92698 whole entry, looked up): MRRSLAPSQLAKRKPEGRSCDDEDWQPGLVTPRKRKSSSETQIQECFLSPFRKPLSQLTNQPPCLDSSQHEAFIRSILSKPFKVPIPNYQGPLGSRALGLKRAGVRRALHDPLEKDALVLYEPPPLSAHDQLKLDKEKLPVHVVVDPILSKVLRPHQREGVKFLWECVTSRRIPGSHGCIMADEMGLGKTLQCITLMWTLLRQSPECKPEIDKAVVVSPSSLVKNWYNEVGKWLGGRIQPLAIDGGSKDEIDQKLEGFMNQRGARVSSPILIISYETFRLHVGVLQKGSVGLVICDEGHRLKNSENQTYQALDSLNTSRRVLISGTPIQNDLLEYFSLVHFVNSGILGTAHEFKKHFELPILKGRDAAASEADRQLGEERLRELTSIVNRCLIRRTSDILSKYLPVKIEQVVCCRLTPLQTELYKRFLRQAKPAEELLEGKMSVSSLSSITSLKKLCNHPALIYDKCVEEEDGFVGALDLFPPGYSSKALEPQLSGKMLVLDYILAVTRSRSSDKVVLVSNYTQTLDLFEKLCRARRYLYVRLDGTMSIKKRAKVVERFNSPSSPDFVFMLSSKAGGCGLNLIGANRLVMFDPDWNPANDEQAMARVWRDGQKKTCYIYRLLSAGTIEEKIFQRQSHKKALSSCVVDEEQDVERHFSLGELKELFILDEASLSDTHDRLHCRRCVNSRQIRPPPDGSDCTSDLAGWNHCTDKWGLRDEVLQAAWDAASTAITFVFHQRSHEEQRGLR
XiGFP reactiv – activators of X-chromosome reactivation in mouse fibroblasts; XiGFP mouse fibroblasts, % GFP-positive cells imaging, 3 d; cells co-treated with 5-aza-dC sensitizer; scaled so ellipticine positive control = 100%; actives 0.055% (n = 360,000); activation, % at 7.58 µM;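 active = mean normalized replicate activation at least 10% and every replicate at or above 10%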;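 note: 0% = median of on-plate neutral control wells and 100% = ellipticine 6 µM median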
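Material: SV40-immortalized XiGFP fibroblast cells, line 68-5-11 | Buffer or medium: DMEM containing 5-aza-dC | Dosing: One concentration, pinned | Times: 3 d treatment, 15 min room-temperature fixation | Controls: Ellipticine 6 µM positive control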
E-selectin induc – E-selectin induction on HUVECs; HUVEC E-selectin immunofluorescence imaging; normalized: neutral wells 0, TNF-alpha wells 100; activation, % at 7.58 µM; actives 0.37% (n = 260,000); AID 686992;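 active = mean E-selectin-positive cell signal at least 10% of the positive control, reached in at least 60% of replicates, without over 20% cell loss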;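 note: in these data hits start at about 27%; measured in HUVEC primary endothelial cells; signal is the percent of cells scored E-selectin positive by PE staining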
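Test system: HUVEC; input: 3,000 HUVEC/well; measured by: immunofluorescence imaging; read-out: % PE-positive cells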
esBAF inh – SWI/SNF esBAF complex inhibition. AID 602393. actives 2% (n = 350,000). reporter increase, % at 12.5 µM. mouse ES cells, Bmi1-luciferase knock-in reporter, 24 h; 100% = twice the neutral-well signal; in the data active = activation above about 40%;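 note: 0% = median of the plate's neutral control wells and 100% = double that signal; a rise in the Bmi1 reporter signal indicates esBAF inhibition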
An asterisk follows results filed as active; · = not tested or not shown; & = joins results of further samples; ! = not confirmed by another sample.

1. CO[C@@H]1CN(C)C(=O)c2cc(NS(C)(=O)=O)ccc2OC[C@H](C)N(C(=O)NC(C)C)C[C@H]1C
2. CN(C1CCCCC1)S(=O)(=O)c1cccc(C(=O)Nc2ccccn2)c1
3. COc1ccc2c(=O)cc(-c3ccncc3)oc2c1OC
4. CN1[C@@H]2c3ccc(-c4ccc(F)cc4)c(=O)n3C[C@@H]2[C@@H](CO)[C@@H]1C(=O)NCC1CC1
5. CC(C)(C)c1ccc(OCC(=O)Nc2ccncc2)c(Br)c1
6. O=C(CNC(=O)c1ccccc1Br)N/N=C\c1cc([N+](=O)[O-])cc(Br)c1O
7. C/C=C/c1ccc([C@H]2[C@H](CO)N(C(C)=O)[C@H]2CN(CC)C(=O)CN(C)C)cc1
8. CCN1C(=O)[C@@H]2[C@@H](c3ccc(-c4ccc5c(c4)OCO5)c(OC)c3)N3CCCC[C@@]3(C(=O)OC)[C@@H]2C1=O
compound no.	1	2	3	4	5	6	7	8
RAD52 inh	·	-14	-4	-21	-1	-27	0	-10
RAD54 inh	-5	-2	18	13	-10	-5	-2	-6
EWS-Fli block	-1	3	-17	-5	4	13	-15	9
FN deposition inh	·	-1	-2	·	17	-7	-2	-6
S100A4 MyoIIA	·	-2	-1	0	-1	3	36	3
XiGFP reactiv	-0.2	0.0	0.0	0.8	0.3	0.0	0.1	0.0
E-selectin induc	-0.3	-1.9	0.0	-0.4	0.2	·	-0.2	-0.2
esBAF inh	-6	9	-31	6	0	-3	7	-5

A few values from the list.
Reading of CCN1C(=O)[C@@H]2[C@@H](c3ccc(-c4ccc5c(c4)OCO5)c(OC)c3)N3CCCC[C@@]3(C(=O)OC)[C@@H]2C1=O in EWS-Fli block: 9
Reading of CC(C)(C)c1ccc(OCC(=O)Nc2ccncc2)c(Br)c1 in XiGFP reactiv: 0.3
Reading of CO[C@@H]1CN(C)C(=O)c2cc(NS(C)(=O)=O)ccc2OC[C@H](C)N(C(=O)NC(C)C)C[C@H]1C in esBAF inh: -6
Reading of O=C(CNC(=O)c1ccccc1Br)N/N=C\c1cc([N+](=O)[O-])cc(Br)c1O in FN deposition inh: -7
Reading of CN(C1CCCCC1)S(=O)(=O)c1cccc(C(=O)Nc2ccccn2)c1 in esBAF inh: 9
Reading of CN1[C@@H]2c3ccc(-c4ccc(F)cc4)c(=O)n3C[C@@H]2[C@@H](CO)[C@@H]1C(=O)NCC1CC1 in esBAF inh: 6

(next part)
9. C[C@H](CO)N1C[C@H](C)[C@H](CN(C)C(=O)Nc2cccc3ccccc23)Oc2ncc(C#Cc3ccccc3)cc2C1=O
10. CCCN1CCC(=O)N([C@H](CSc2ccc(OC)cc2)c2ccccc2)CC1
11. CC(CNC(=O)c1cccc(Br)c1)n1cncn1 (stereo not given)
12. CCN(CC)c1ccc(NC(=O)CCS(=O)(=O)c2cccc3nsnc23)c(C)c1
13. CC(=O)c1sc(N/N=C/c2cccc(O)c2)nc1C
14. COc1cccc(NC(=O)C[C@H]2CC[C@@H]3[C@@H](COc4ccc(NC(=O)C5CCC5)cc4C(=O)N3C)O2)c1
15. CCOC(=O)N1CCN(C(=O)C(=O)c2cn(CC(=O)N3CCCCCC3)c3ccccc23)CC1
16. O=C(CCC(=O)N1CCCC(Nc2ccccc2)C1)c1ccc(F)cc1 (stereo not given)
compound no.	9	10	11	12	13	14	15	16
RAD52 inh	-9	-24	-11	-2	-8	2	-264	-14
RAD54 inh	-4	-12	5	·	11	·	-30	3
EWS-Fli block	1	-55	2	3	-85	-1	·	·
FN deposition inh	·	-10	-1	-3	0	-3	·	15
S100A4 MyoIIA	-6	2	-2	-2	-10	6	-10	2
XiGFP reactiv	0.6	0.2	0.0	0.5	0.1	0.0	0.5	0.4
E-selectin induc	3.0	·	·	-1.6	0.1	0.0	0.4	·
esBAF inh	-1	18	-12	·	63*	·	-2	-4

Profiles as entered above.
`O=C(CCC(=O)N1CCCC(Nc2ccccc2)C1)c1ccc(F)cc1` (stereo not given) is listed with RAD52 inh = -14; RAD54 inh = 3; EWS-Fli block = ·; FN deposition inh = 15; S100A4 MyoIIA = 2; XiGFP reactiv = 0.4; E-selectin induc = ·; esBAF inh = -4
`COc1cccc(NC(=O)C[C@H]2CC[C@@H]3[C@@H](COc4ccc(NC(=O)C5CCC5)cc4C(=O)N3C)O2)c1` is listed with RAD52 inh = 2; RAD54 inh = ·; EWS-Fli block = -1; FN deposition inh = -3; S100A4 MyoIIA = 6; XiGFP reactiv = 0.0; E-selectin induc = 0.0; esBAF inh = ·

Other structures
17. CC(=O)N1CCOc2ccc(S(=O)(=O)N3CCC(C(=O)Nc4cc(C)cc(C)c4)CC3)cc21
18. Nc1ccc(S(=O)(=O)C(F)(F)F)cc1N
19. CCCCn1c(N)c(N(CCC(C)C)C(=O)C2CC(=O)N(c3ccccc3OCC)C2)c(=O)[nH]c1=O (stereo not given)
20. Cc1ccc(S(=O)(=O)N(C)C[C@H]2Oc3c(NC(=O)C4CCOCC4)cccc3C(=O)N([C@H](C)CO)C[C@@H]2C)cc1
21. O=C(ONC(=O)C1CCCCC1C(=O)NOC(=O)c1ccccc1)c1ccccc1 (stereo not given)
22. O=C(COC(=O)c1cccc(O)c1)NC(=O)Cc1ccccc1
23. C#CCOCCOCCOCCNc1nc(N2CCN(C(=O)[C@H](CCCCN)n3cc([C@@H](N)CO)nn3)CC2)nc(N2CCN(C(=O)[C@H](CCCCN)n3cc([C@@H](N)CC(C)C)nn3)CC2)n1
24. O=C(CN1CCCCC1)N=Nc1c(O)[nH]c2ccccc12
compound no.	17	18	19	20	21	22	23	24
RAD52 inh	-5	-10	-13	-9	-12	-3	44	-4
RAD54 inh	7	6	-17	-6	0	1	-16	·
EWS-Fli block	10	5	8	0	1	-12	-9	-5
FN deposition inh	8	13	-4	·	2	·	2	-3
S100A4 MyoIIA	-2	-7	3	2	-2	-1	-2	-5
XiGFP reactiv	0.1	0.1	-0.1	0.1	0.0	0.0	0.0	-0.1
E-selectin induc	·	10	0.0	-0.1	-0.5	-0.2	0.0	1.7
esBAF inh	-8	-2	-3	-2	·	-3	-5	·

Quoted from above: nos. 22–23
22. O=C(COC(=O)c1cccc(O)c1)NC(=O)Cc1ccccc1
23. C#CCOCCOCCOCCNc1nc(N2CCN(C(=O)[C@H](CCCCN)n3cc([C@@H](N)CO)nn3)CC2)nc(N2CCN(C(=O)[C@H](CCCCN)n3cc([C@@H](N)CC(C)C)nn3)CC2)n1
compound no.	22	23
RAD52 inh	-3	44
RAD54 inh	1	-16
EWS-Fli block	-12	-9
FN deposition inh	·	2
S100A4 MyoIIA	-1	-2
XiGFP reactiv	0.0	0.0
E-selectin induc	-0.2	0.0
esBAF inh	-3	-5

Next part
25. C[C@@H]1CN([C@H](C)CO)S(=O)(=O)c2ccc(C#Cc3ccccc3F)cc2O[C@H]1CN(C)C(=O)Cc1ccncc1
26. Cc1cccc(-n2ncc3c(NC4CCCCC4)ncnc32)c1
27. Cc1ccc(N(CC(=O)NCc2ccc3c(c2)OCO3)C(=O)c2csnn2)cc1
28. CC(SC(C)C(=O)NN=Cc1cccc(Cl)c1)C(=O)NN=Cc1cccc(Cl)c1 (stereo not given)
29. COc1cc(Cl)c(C)cc1NC(=O)c1ccccc1NC(=O)CN1CCN(C(C)=O)CC1
30. Cc1noc(C)c1NC(=O)N(C)C[C@@H]1OCc2ccccc2-c2ccccc2C(=O)N([C@@H](C)CO)C[C@H]1C
31. CSc1ccc(-c2nc(CSCC(=O)N3CCOCC3)c(C)o2)cc1
32. Cc1cc2oc(C(=O)Nc3ccc(S(=O)(=O)Nc4ncccn4)cc3)c(C)c2cc1Cl
compound no.	25	26	27	28	29	30	31	32
RAD52 inh	·	-11	-1	9	-37	0	8	-6
RAD54 inh	·	5	-3	-3	-3	-6	-3	-2
EWS-Fli block	-2	-42	-11	-4	8	1	·	4
FN deposition inh	·	-2	-9	·	-2	-4	7	-1
S100A4 MyoIIA	·	24	-13	1	-10	8	-1	-26
XiGFP reactiv	0.0	0.1	-0.1	-0.1	-0.1	-0.4	·	0.5
E-selectin induc	0.8	1.0	·	0.1	0.1	3.3	·	-0.2
esBAF inh	-2	-6	7	1	8	2	29	·

33. CCOC(=O)Nc1ccc(S(=O)(=O)N2CCC(C)CC2)cc1
34. CC(=O)c1ccc(NC(=O)CN2C(=O)NC3(CCCc4ccccc43)C2=O)cc1 (stereo not given)
35. CSc1nc(N)nc2c1ncn2C1OC(CO)C(O)C1O (stereo not given)
36. C[C@@H]1C=C(C(=O)O)O[C@H](OCc2ccc(CO)cc2)C1
37. CC(=O)Nc1cccc(-n2nnc(SCC(N)=O)n2)c1
38. CC(=O)c1ccc(S(=O)(=O)N(CCCO)Cc2cc3cc4c(cc3[nH]c2=O)OCCO4)cc1
39. O=C(NC(c1ccc(-c2ccccc2)cc1)c1cnccn1)C1CCN(Cc2ccc3c(c2)OCO3)CC1 (stereo not given)
40. CCOC1CCCC(n2cnc3c(=S)nc[nH]c32)O1 (stereo not given)
compound no.	33	34	35	36	37	38	39	40
RAD52 inh	-5	-17	-17	-12	-12	-9	-24	-8
RAD54 inh	9	-10	6	-3	·	-6	-10	11
EWS-Fli block	-2	0	2	5	5	7	21	-1
FN deposition inh	9	4	·	-2	1	1	10	-33
S100A4 MyoIIA	-3	37	8	1	4	-3	-4	3
XiGFP reactiv	0.0	-0.1	0.0	0.0	0.0	0.8	-0.1	0.0
E-selectin induc	0.0	-1.6	-0.7	-0.1	0.6	·	0.1	4.6
esBAF inh	5	12	-7	1	·	1	-15	·

41. COC(=O)C1=C(C)N(C2CCCCC2)C(=O)/C1=C\c1cccs1
42. N#Cc1ccc(NC(=O)COC(=O)CCNS(=O)(=O)c2ccccc2)cc1
43. O=C(NCCCn1ccnc1)c1ccccc1Cl
44. Cc1ccccc1-c1ccc(C2[C@@H]3CN(S(=O)(=O)c4ccccc4C)C[C@H]2N3)cc1 (stereo not given in full)
45. Cc1cc(C)c(NC(=O)COC(=O)C2CCC(=O)N2)c(C)c1 (stereo not given)
46. CC(C)C(=O)N=C1SC2CS(=O)(=O)CC2N1Cc1ccccc1 (stereo not given)
47. CC(C)C[C@H](NC(=O)c1nc[nH]c1C(=O)N[C@@H](CCCCNC(=O)OC(C)(C)C)C(=O)OC(C)(C)C)C(=O)OC(C)(C)C
48. COc1ccc(-c2cn(CC[C@H]3CC[C@@H](NC(=O)Nc4ccc(F)cc4)[C@@H](CO)O3)nn2)cc1
49. COc1ccccc1/C=C/C=N/NC(=O)c1cnccn1
50. CCOc1ccc(CO[C@@H]2O[C@H](CO)[C@@H](O)[C@H](O)[C@H]2NC(C)=O)cc1OC
51. O=C(NCCN1CCOCC1)c1ccc(Cl)c(S(=O)(=O)N2CCCC2)c1
compound no.	41	42	43	44	45	46	47	48	49	50	51
RAD52 inh	-9	-13	2	72*!	-6	10	-14	-17	-2	1	-7
RAD54 inh	·	-1	1	·	3	-6	3	·	·	-11	1
EWS-Fli block	-1	0	11	-7&-5	4	-1	37	·	-18	5	7
FN deposition inh	4	-17	-3	4&-3	6	3	-4	-8	3	0	2
S100A4 MyoIIA	-3	0	6	-25&-4	23	7	4	3	-1	-5	-3
XiGFP reactiv	0.5	0.0	0.0	0.0&0.1	0.0	0.0	0.0	-0.4	0.4	0.0	0.3
E-selectin induc	0.0	1.0	·	0.0&-0.1	·	0.4	0.0	-0.3	-0.1	-0.2	·
esBAF inh	·	-2	-3	·	-3	·	-4	·	·	-10	·
